LYPLA2 inh: counter-screen for PME1 inhibitors: inhibitors of human LYPLA2; O95372; recombinant LYPLA2, FP-Rh probe fluorescence polarization; inhibition, % at 5.9 µM; hit rate 0.38% among 320,000;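 active means inhibition above the screen-wide mean plus 3 SD, limit set per campaign, cut at about 26% in these data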;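 further: 0% = LYPLA2 with DMSO and 100% = wells lacking LYPLA2 enzyme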
EBNA-1 inh: blocks EBNA-1 binding to DNA | EBNA-1 DNA binding, fluorescence polarization | inhibition, % at 14.8 µM | hit rate 0.34% among 300,000 | AID 1950; in the data active means inhibition above about 28%
ZTA DNA inh: counter-screen for EBNA-1 inhibitors: inhibitors of Epstein-Barr virus ZTA; ZTA-DNA binding, fluorescence polarization; P03206; inhibition, % at 11 µM; hit rate 0.15% among 320,000; in the data active means inhibition above about 33%
pPAFAH inh: inhibitors of human plasma PAF acetylhydrolase (pPAFAH) | inhibition, % at 3.39 µM | Q13093 | hit rate 1.5% among 330,000 | recombinant pPAFAH, FP-rhodamine probe fluorescence polarization;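 active means inhibition above the mean inhibition across the screen plus 3 SD, cut at about 25% in these data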;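 further: inhibitors block binding of the rhodamine activity-based probe so polarization drops; 0% = enzyme with DMSO and 100% = wells lacking pPAFAH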
PAFAH1B2 inh: inhibitors of human PAFAH1B2. P68402. recombinant PAFAH1B2, FP-rhodamine activity probe, fluorescence polarization. inhibition, % at 3.39 µM. hit rate 1.2% among 340,000;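 active means inhibition above the mean of all tested compounds plus 3 SD, cut at about 24% in these data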;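 further: 0% = enzyme with DMSO and 100% = wells lacking PAFAH1B2; many of its hits are not listed in these tables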
Target sequence (P68402 whole entry, looked up): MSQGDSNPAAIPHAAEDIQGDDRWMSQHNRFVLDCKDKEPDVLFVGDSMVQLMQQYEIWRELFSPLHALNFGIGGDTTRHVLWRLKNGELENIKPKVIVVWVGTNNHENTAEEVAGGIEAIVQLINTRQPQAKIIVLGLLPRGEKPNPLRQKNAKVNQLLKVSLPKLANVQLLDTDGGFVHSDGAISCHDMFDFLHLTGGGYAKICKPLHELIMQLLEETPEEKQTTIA
LYPLA1 inh: counter-screen for PME1 inhibitors: inhibitors of human LYPLA1 | recombinant LYPLA1, FP-Rh probe fluorescence polarization | AID 2174 | hit rate 0.16% among 320,000 | inhibition, % at 5.9 µM;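 active means inhibition above the mean of all tested compounds plus 3 SD, set per campaign, cut at about 14% in these data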;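 further: inhibitors block serine hydrolase probe labeling of LYPLA1 so polarization falls; 0% = enzyme with DMSO and 100% = wells lacking LYPLA1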
PREPL inh: inhibitors of human prolyl oligopeptidase-like enzyme PREPL; inhibition, % at 5.96 µM; hit rate 0.68% among 320,000; recombinant PREPL, fluorescence polarization activity-based probe; AID 2751; in the data active means inhibition above about 43%;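 further: 0% = enzyme with DMSO and 100% = wells lacking enzyme; many of its hits are not listed in these tables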
Target sequence (Q4J6C6 whole entry, looked up): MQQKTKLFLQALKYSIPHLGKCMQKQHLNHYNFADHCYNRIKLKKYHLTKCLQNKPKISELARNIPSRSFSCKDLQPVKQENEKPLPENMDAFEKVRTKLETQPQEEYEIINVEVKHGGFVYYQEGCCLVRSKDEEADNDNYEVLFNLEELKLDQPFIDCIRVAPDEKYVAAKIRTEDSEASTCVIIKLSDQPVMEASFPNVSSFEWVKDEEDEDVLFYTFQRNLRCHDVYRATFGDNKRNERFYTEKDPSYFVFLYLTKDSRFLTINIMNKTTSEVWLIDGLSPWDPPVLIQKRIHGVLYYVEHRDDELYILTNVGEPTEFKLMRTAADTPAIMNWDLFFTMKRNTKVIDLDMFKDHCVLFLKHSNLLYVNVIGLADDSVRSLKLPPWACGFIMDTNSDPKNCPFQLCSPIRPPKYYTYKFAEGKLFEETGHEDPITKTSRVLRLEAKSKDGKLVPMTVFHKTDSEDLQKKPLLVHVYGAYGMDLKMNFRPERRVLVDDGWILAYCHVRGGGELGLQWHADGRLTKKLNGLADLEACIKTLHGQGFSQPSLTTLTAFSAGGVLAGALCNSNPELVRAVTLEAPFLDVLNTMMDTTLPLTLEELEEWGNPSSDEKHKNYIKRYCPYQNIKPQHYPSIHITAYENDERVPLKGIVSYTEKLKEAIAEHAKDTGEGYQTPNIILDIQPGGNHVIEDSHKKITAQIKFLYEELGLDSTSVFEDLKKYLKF
PAFAH1B3 FP inh: blocks human PAF acetylhydrolase 1B catalytic subunit 3; recombinant PAFAH1B3, FP-rhodamine probe, fluorescence polarization; inhibition, % at 3.39 µM; hit rate 0.28% among 340,000; AID 492972;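 active means inhibition above the screen-wide average of all tested compounds plus 3 SD, cut at about 25% in these data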;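 further: 0% = enzyme with DMSO only and 100% = wells lacking PAFAH1B3 protein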
PAFAH2 inh: inhibitors of human PAFAH2. Q99487. recombinant PAFAH2, FP-rhodamine activity probe, fluorescence polarization. inhibition, % at 3.39 µM. hit rate 0.99% among 340,000. AID 492956;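 active means inhibition above the mean over all tested compounds plus 3 SD, cut at about 30% in these data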;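 further: inhibitors block probe labeling of enzyme so polarization drops; 0% = enzyme with DMSO and 100% = wells lacking PAFAH2 protein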
* = called active by the depositor; . = no result given. The list is partial; rates above refer to the full screens.

SMILES	LYPLA2 inh	EBNA-1 inh	ZTA DNA inh	pPAFAH inh	PAFAH1B2 inh	LYPLA1 inh	PREPL inh	PAFAH1B3 FP inh	PAFAH2 inh
O=C(NNC(=O)c1ccc2ccccc2c1O)c1cccs1	0	5	-4	5	-2	-1	2	17	11
CC(C)C(=O)N1CCN(c2ccc([N+](=O)[O-])c(NC(C)c3ccccc3)c2)CC1 (configuration not stated)	6	-14	-5	11	5	1	15	9	4
COc1ccc(S(=O)(=O)Nc2ccc(O)c(Sc3nc4ccccc4s3)c2)cc1	-6	8	6	13	7	-5	-6	2	2
CC1=C(OC(=O)C(C)(C)C)C(C)(C)C(c2ccccc2)OC1=O (configuration not stated)	1	7	2	0	2	1	-2	2	6
O=C(Nc1ccc(F)cc1Cl)C1=COCCO1	-4	6	2	4	0	-5	5	0	10
COC(=O)c1ccccc1NC(=O)CSc1nncn1-c1cccnc1	-7	-8	3	-3	4	-4	6	5	5
O=C(CCCc1nc(-c2ccc(Cl)cc2)no1)Nc1cccnc1	4	5	3	0	3	-3	-6	8	-8
COc1ccc(/C(O)=C2/C(=O)C(=O)N(c3ncccn3)C2c2ccc(OC)cc2)cc1 (configuration not stated)	0	-3	-1	1	2	-2	-4	15	4
COc1ccc(C2=NN(CN3C(=O)C(=O)c4ccccc43)C(c3ccc(C)cc3)C2)cc1 (configuration not stated)	1	9	-6	5	3	-2	7	1	4
CCOCc1nnc(NC(=O)C2c3ccccc3Oc3ccccc32)s1	1	-1	11	3	-3	-1	3	4	-1
O=C(NC1CC(=O)N(c2cccc(F)c2)C1)N1CCN(C(=O)c2ccco2)CC1 (configuration not stated)	1	-1	14	-5	-2	-2	-12	-2	-4
COC(=O)c1ccc(CNC(=O)CSc2nc3sc(C)c(C)c3c(=O)n2C)o1	6	-11	-10	9	-1	6	19	5	-4
COc1cc2c(cc1OC)C(c1ccc(SC)cc1)CC(=O)N2 (configuration not stated)	3	-18	-1	0	6	1	8	10	-2
CC1CCC(=NNc2ccc(C(F)(F)F)cc2[N+](=O)[O-])CC1 (configuration not stated)	-2	-10	-6	4	2	-1	0	6	2
O=C(CSCc1ccc(Cl)cc1)Nc1ccc2c(c1)OCCO2	-3	-6	2	9	9	0	-4	-2	2
Cc1ccc(CNc2ccc(N3CCN(C)CC3=O)cc2)cc1	.	.	.	-8	1	.	16	-1	4
COc1ccccc1/C=C1/C(=O)ON=C1C	-1	-25	-6	-2	3	3	4	14	5
CCOc1ccc(NS(=O)(=O)c2c(C)nc3sc(CC)nn3c2=O)cc1	7	-2	-5	0	2	2	-4	9	7
O=c1cc(C(F)(F)C(F)F)oc2ccccc12	-2	-12	-10	2	5	2	-2	11	-1
COc1ccc(NC(=O)CC23CC4CC(CC(Br)(C4)C2)C3)c(OC)c1	1	-9	-27	3	13	2	5	5	1

Part of the list above, with values under each structure.
Values run as follows: LYPLA2 inh, EBNA-1 inh, ZTA DNA inh, pPAFAH inh, PAFAH1B2 inh, LYPLA1 inh, PREPL inh, PAFAH1B3 FP inh, PAFAH2 inh
- CCOc1ccc(NS(=O)(=O)c2c(C)nc3sc(CC)nn3c2=O)cc1
  7, -2, -5, 0, 2, 2, -4, 9, 7
- O=c1cc(C(F)(F)C(F)F)oc2ccccc12
  -2, -12, -10, 2, 5, 2, -2, 11, -1

More entries
SMILES	LYPLA2 inh	EBNA-1 inh	ZTA DNA inh	pPAFAH inh	PAFAH1B2 inh	LYPLA1 inh	PREPL inh	PAFAH1B3 FP inh	PAFAH2 inh
N#CC(C#N)=C1c2cc(S(=O)(=O)NCCO)ccc2-c2ccc(S(=O)(=O)NCCO)cc21	4	6	5	3	6	0	4	8	-7
COc1ccc(Cn2nnnc2C(CC(C)C)N2CCC(C(N)=O)CC2)cc1 (configuration not stated)	-2	1	-7	5	5	1	-8	1	5
CC[C@@]12C(=O)N(c3cccc(F)c3)C(=O)N1[C@H](c1ccc(OC)cc1)[C@@H]1C(=O)N(C(C)(C)C)C(=O)[C@@H]12	-3	8	2	-4	4	1	-6	11	0
N#Cc1c(N)nc2c(c1N)CC(CCl)O2 (configuration not stated)	-8	-3	-19	4	2	-1	26	-3	-1
CCOc1ncccc1C(=O)NNC(=O)c1ccc(NS(=O)(=O)c2cccs2)cc1	5	-7	5	20	2	-3	2	7	-11
Cc1cc2cc(CN(CC3CCCO3)C(=S)Nc3ccccc3)c(=O)[nH]c2cc1C (configuration not stated)	4	9	7	1	-1	2	14	2	-19
COc1ccc(NC(=O)CCC(=O)c2cccs2)cc1Cl	0	16	-9	4	-2	-1	-2	9	-7
O=C(Cn1[nH]c(=O)c2ccccc2c1=O)OCC(=O)c1ccc(Br)cc1	5	0	-2	-1	14	2	-5	-1	6
Cc1ccc(C(=O)OCCc2c(C)[nH]n(-c3ccccc3)c2=O)cc1	3	3	13	1	-3	-1	-4	14	2
O=C(CCCn1c(=S)[nH]c2cc3c(cc2c1=O)OCO3)N1CCN(C2CCCCC2)CC1	6	2	-13	0	3	-3	0	2	-1

Reformatted: entries from further up
Each structure is followed by: LYPLA2 inh | EBNA-1 inh | ZTA DNA inh | pPAFAH inh | PAFAH1B2 inh | LYPLA1 inh | PREPL inh | PAFAH1B3 FP inh | PAFAH2 inh
CCOCc1nnc(NC(=O)C2c3ccccc3Oc3ccccc32)s1
  1 | -1 | 11 | 3 | -3 | -1 | 3 | 4 | -1
O=C(NC1CC(=O)N(c2cccc(F)c2)C1)N1CCN(C(=O)c2ccco2)CC1 (configuration not stated)
  1 | -1 | 14 | -5 | -2 | -2 | -12 | -2 | -4
COC(=O)c1ccc(CNC(=O)CSc2nc3sc(C)c(C)c3c(=O)n2C)o1
  6 | -11 | -10 | 9 | -1 | 6 | 19 | 5 | -4
COc1cc2c(cc1OC)C(c1ccc(SC)cc1)CC(=O)N2 (configuration not stated)
  3 | -18 | -1 | 0 | 6 | 1 | 8 | 10 | -2
CC1CCC(=NNc2ccc(C(F)(F)F)cc2[N+](=O)[O-])CC1 (configuration not stated)
  -2 | -10 | -6 | 4 | 2 | -1 | 0 | 6 | 2
O=C(CSCc1ccc(Cl)cc1)Nc1ccc2c(c1)OCCO2
  -3 | -6 | 2 | 9 | 9 | 0 | -4 | -2 | 2
Cc1ccc(CNc2ccc(N3CCN(C)CC3=O)cc2)cc1
  . | . | . | -8 | 1 | . | 16 | -1 | 4
COc1ccccc1/C=C1/C(=O)ON=C1C
  -1 | -25 | -6 | -2 | 3 | 3 | 4 | 14 | 5
CCOc1ccc(NS(=O)(=O)c2c(C)nc3sc(CC)nn3c2=O)cc1
  7 | -2 | -5 | 0 | 2 | 2 | -4 | 9 | 7
O=c1cc(C(F)(F)C(F)F)oc2ccccc12
  -2 | -12 | -10 | 2 | 5 | 2 | -2 | 11 | -1
COc1ccc(NC(=O)CC23CC4CC(CC(Br)(C4)C2)C3)c(OC)c1
  1 | -9 | -27 | 3 | 13 | 2 | 5 | 5 | 1
N#CC(C#N)=C1c2cc(S(=O)(=O)NCCO)ccc2-c2ccc(S(=O)(=O)NCCO)cc21
  4 | 6 | 5 | 3 | 6 | 0 | 4 | 8 | -7
COc1ccc(Cn2nnnc2C(CC(C)C)N2CCC(C(N)=O)CC2)cc1 (configuration not stated)
  -2 | 1 | -7 | 5 | 5 | 1 | -8 | 1 | 5
CC[C@@]12C(=O)N(c3cccc(F)c3)C(=O)N1[C@H](c1ccc(OC)cc1)[C@@H]1C(=O)N(C(C)(C)C)C(=O)[C@@H]12
  -3 | 8 | 2 | -4 | 4 | 1 | -6 | 11 | 0

Next compounds
SMILES	LYPLA2 inh	EBNA-1 inh	ZTA DNA inh	pPAFAH inh	PAFAH1B2 inh	LYPLA1 inh	PREPL inh	PAFAH1B3 FP inh	PAFAH2 inh
CCCN(CCC)C(=O)CSc1ncccc1C(=O)O	2	-5	-5	3	4	1	6	-4	-9
Cc1ccc(NC2=NCC(=O)N2C2CCCC2)c(C)c1	-5	2	-2	3	5	-5	1	-1	0
Cc1cccc(NC(=O)Cn2nnc(C(=O)Nc3ccc(F)c(Cl)c3)c2N)c1	-13	-10	-18	-6	-4	-5	-10	5	-2
COc1ccc(N(CC(=O)NCCC2=CCCCC2)S(=O)(=O)c2ccccc2)cc1OC	7	-8	12	8	3	2	-1	8	3
COc1c(O)cc(O)c2c(=O)cc(-c3ccccc3)oc12	.	.	.	7	6	.	10	6	4
CC1=Nc2cc(C(=O)O)ccc2Sc2ccc(Br)cc21	-2	8	-1	13	8	-1	-1	-5	7
Oc1ccccc1/C=C/c1noc(-c2ccccc2O)n1	-20	4	16	-4	2	-14	15	1	-7
N#Cc1ccccc1S(=O)(=O)c1ccccc1C(=O)Nc1ccccc1	-3	2	11	-2	1	-16	2	1	-1
CN(C)CCNC(=O)C(=O)NCC1OCCCN1S(=O)(=O)c1cccs1 (configuration not stated)	3	-4	5	5	4	-2	-13	0	-4
C=CCNC(=O)c1ccccc1NC(=O)c1ccc(Cl)c(S(=O)(=O)Nc2cccc(C)c2C)c1	-62	0	5	-7	-5	-24	-11	-15	-26
CC(C)c1nnc(NC(=O)C2CCN(C(=O)Nc3ccc(Cl)cc3)CC2)s1	1	2	10	4	-4	-3	0	-2	1
Fc1ccccc1Cn1c2[n+](c3ccc(C(F)(F)F)cc31)CCCCC2	-1	-14	-19	-5	1	5	29	3	2
CC(C)C(=O)Nc1oc(-c2ccccc2)cc1C#N	10	2	10	0	3	4	0	2	8
Cc1c(C(=O)NCc2ccco2)sc2nc(-c3ccccc3)cn12	6	-3	-16	2	6	4	-24	1	6
O=C(Cn1cncn1)N/N=C/c1cccnc1	-3	-6	5	-9	-2	1	12	-1	-10
COc1ccc(C2=CC(=O)C[C@H](c3ccc(F)cc3)C2)cc1F	9	.	10	5	3	1	-13	9	-4
CCOC(=O)N1CCN(Cc2nc(Cc3cccc(F)c3)no2)CC1	8	14	15	9	6	3	6	-2	-3
Cc1nc(C)c(-c2csc(NCc3ccccc3)n2)s1	-1	-2	20	2	1	-7	24	7	9
Cc1nc(C(C)NC(=O)c2cc(COc3ccc(C)c(C)c3)on2)c(C)s1 (configuration not stated)	-1	3	8	3	2	-1	-8	12	2
Cc1cccc(S(=O)(=O)CC(=O)Nc2nc(-c3ccccc3)cs2)c1	-11	5	0	-11	-2	-8	-27	-2	4
COC(=O)COc1ccccc1C(N)=O	-1	2	-4	-1	5	-4	6	11	1
CS(=O)(=O)c1ccc(-c2nnc(NC(=O)c3cccc(N4C(=O)CCC4=O)c3)o2)cc1	5	-6	-10	7	-2	5	-4	3	5
O=C(c1ccc(N2C(=O)c3ccccc3C2=O)cc1)N1CCCCC1	-10	-16	-11	-1	3	2	4	8	4
Cc1ccccc1CN1CCNC(=O)C1CC(=O)NCCC1=CCCCC1 (configuration not stated)	2	-1	3	6	4	0	4	4	-4
Cc1cc(CCC(=O)O)c(C)cc1CCC(=O)O	0	5	19	4	-1	-1	3	7	-1
COc1ccc(S(=O)(=O)NC(CC(=O)N2CCc3ccccc32)c2ccco2)cc1 (configuration not stated)	-2	-3	-7	3	10	0	14	-1	8
C[C@H](CO)N1C[C@H](C)[C@@H](CN(C)C)Oc2c(NS(=O)(=O)c3ccccc3)cccc2C1=O	.	.	.	4	13	.	3	1	-9
CC(C)c1ccc(NC(=O)C(c2ccccc2)N(Cc2ccco2)C(=O)CC2NC(=O)NC2=O)cc1 (configuration not stated)	-4	0	-4	4	5	-2	7	9	15
CC(=O)Nc1ccc(C2NC(=O)c3ccccc3O2)cc1 (configuration not stated)	-2	1	-15	-1	-4	-5	-12	7	-6
CN(c1ccccc1)S(=O)(=O)c1ccc(Cl)nc1	6	-6	-18	4	-5	1	1	-1	2
CN(c1ccc(C(=O)Nc2ccccc2Sc2ccccc2)cc1)S(C)(=O)=O	5	-12	2	11	2	3	-38	6	3
